# FEN1 inh: blocks human flap endonuclease 1. Potency, µM (series often up to 114 µM), for inactives: at the highest dose activity change, negative = inhibition, most hits filed as inhibitors. hit rate 0.35% among 390,000. P39748. Recombinant FEN1 flap cleavage, fluorescence, 15 min. AID 588795; active = well fitted inhibition curve with a large enough effect; inconclusive = small, poorly fitted or top-dose-only effect; inactive = no such curve, though single readings can be large or run the other way; also: nearly all actives have a fitted effect of over 65% in size
# Target sequence (P39748 whole entry, looked up): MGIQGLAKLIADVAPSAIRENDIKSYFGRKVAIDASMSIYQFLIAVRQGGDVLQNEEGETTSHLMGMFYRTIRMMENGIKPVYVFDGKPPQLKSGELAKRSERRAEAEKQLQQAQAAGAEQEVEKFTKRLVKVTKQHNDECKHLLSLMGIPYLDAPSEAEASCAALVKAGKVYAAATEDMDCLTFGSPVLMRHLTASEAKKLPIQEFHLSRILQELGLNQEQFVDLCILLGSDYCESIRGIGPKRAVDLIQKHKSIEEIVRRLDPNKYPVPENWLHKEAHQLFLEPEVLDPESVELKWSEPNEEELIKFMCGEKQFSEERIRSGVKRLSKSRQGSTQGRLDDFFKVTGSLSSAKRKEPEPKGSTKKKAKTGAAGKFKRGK
#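 Read-out was taken twice, immediately and after 15 min, following addition of 50 nM substrate to 10 nM FEN1 that had sat with test compound for 15 min at room temperature. Curves came from a four-parameter Hill model.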
# An asterisk follows results filed as active; ? = inconclusive; & = joins results of further samples. % is scaled to controls: 0 for no effect and ±100 for the full control effect; potency is read from the fitted curve at half-maximal effect. Some of the compounds tested; the hit share may differ from the screen's.
# A first look (five entries):
SMILES,FEN1 inh
C[C@H](O)[C@@H]1C(=O)N2CCc3ccc(N4CCN(C)CC4)cc3[C@@H]2C[C@@H]1N(C)C(=O)NC1CCCCC1,-4%
CCC(=O)Nc1cccc(-c2nnc(-c3ccccc3)o2)c1,22%
O=C(NCc1ccco1)C(c1ccco1)N(C(=O)Cn1nnc2ccccc21)c1ccc2c(c1)CCC2 (stereo not drawn),-12%
c1cc(-c2n[nH]c(-c3ccncc3)n2)ccn1,21%
O=C(NC1CC1)C1=C[C@@H](C2CC2)C[C@@H](OCCCCO)O1,0%

# The whole of this part (from the top)
SMILES,FEN1 inh
C[C@H](O)[C@@H]1C(=O)N2CCc3ccc(N4CCN(C)CC4)cc3[C@@H]2C[C@@H]1N(C)C(=O)NC1CCCCC1,-4%
CCC(=O)Nc1cccc(-c2nnc(-c3ccccc3)o2)c1,22%
O=C(NCc1ccco1)C(c1ccco1)N(C(=O)Cn1nnc2ccccc21)c1ccc2c(c1)CCC2 (stereo not drawn),-12%
c1cc(-c2n[nH]c(-c3ccncc3)n2)ccn1,21%
O=C(NC1CC1)C1=C[C@@H](C2CC2)C[C@@H](OCCCCO)O1,0%
O=C(O)c1c2cc(Br)ccc2nc2[nH]c(=O)[nH]c(=O)c12,-4%
O=C(CN(c1cccc(Br)c1)S(=O)(=O)c1ccccc1)N/N=C/c1cc([N+](=O)[O-])ccc1O,-16%
Cn1c2ccccc2c2nnc(N/N=C/c3ccc(O)cc3)nc21,0%
S=C(NCCN1CCOCC1)C(=S)NCCN1CCOCC1,6%
Cc1ccc(OCC(=O)O/N=C(\N)Cc2cccs2)cc1C,-19%
O=C1NC(=O)C2(C=C(c3ccccc3)C(O)(c3ccccc3)C2)N1 (stereo not drawn),-3%
Cc1cc(SCC(=O)Nc2ccc(Cl)cc2)nc2ccccc12,3%
Cc1ccc2nc3c(cc(S(=O)(=O)c4ccccc4)c(=N)n3C3CCCC3)c(=O)n2c1,-3%
CC(=NNC(=S)N1CCCCC1)c1cccc(C)n1,-16%
O=C(CCc1ccccc1Cl)Nc1cc(S(=O)(=O)N2CCOCC2)ccc1N1CCCC1,7%
COC1C=CC=C(C)C(=O)NC2=CC(=O)C(N)=C(CC(C)CC(OC)C(O)C(C)C=C(C)C1OC(N)=O)C2=O (stereo not drawn),-7%
CCC(CC)c1nnc(NC(=O)CS(=O)(=O)Cc2ccccc2)s1,2%
COc1ccc(NS(=O)(=O)c2ccc(N3CCOCC3)c(NC(=O)/C=C/C(=O)O)c2)cc1,6%
Oc1ccc(C=NN=C2c3ccccc3-c3ccccc32)c(O)c1,?
CC1(c2nnc(-c3ccccc3)o2)CC(c2ccc([N+](=O)[O-])cc2)=NO1 (stereo not drawn),-20%
COc1ccc(C)cc1NC(=O)c1nc2nc(C)cc(C)n2n1,7%
Cc1nc2cc3ccccc3cc2s1,5%
COC(C/C=C\[C@H](O)[C@H](C)OCc1ccccc1)OC,20%
Cc1cc(=O)c(C(=O)O)c(C)n1-c1ccccc1,1%
CN(Cc1ccccc1)C(=O)c1cccc(NC(=O)Cc2ccc(NC(=O)C3CCN(C(=O)C4CCC4)CC3)cc2)c1,-3%

# Molecules listed so far that contain a halogen:
SMILES,FEN1 inh
O=C(O)c1c2cc(Br)ccc2nc2[nH]c(=O)[nH]c(=O)c12,-4%
O=C(CN(c1cccc(Br)c1)S(=O)(=O)c1ccccc1)N/N=C/c1cc([N+](=O)[O-])ccc1O,-16%
Cc1cc(SCC(=O)Nc2ccc(Cl)cc2)nc2ccccc12,3%
O=C(CCc1ccccc1Cl)Nc1cc(S(=O)(=O)N2CCOCC2)ccc1N1CCCC1,7%

# Next part:
SMILES,FEN1 inh
O=C(O)C(C=C(Cl)Cl)N1CCOCC1 (stereo not drawn),-8%
CC1=C/C(=C\c2ccc(N(C)C)cc2)c2ccccc21,-3%
Cc1c(-c2ccccc2Br)nc2ccccc2c1C(=O)O,-5%
CCCCS(=O)(=O)NC1=NCN(CCOC(=O)c2ccccc2)CN1,-10%
COc1ccc(/C=N\NC(=S)SCN2C(=O)C3CCC(C)(C2=O)C3(C)C)cc1 (stereo not drawn),-13%
CC[n+]1cccc(Br)c1,-10%
COc1cc(-c2cc(=O)c3c(C)cc(O)cc3o2)cc(OC)c1OC,-18%
CCCCCCCCNCCS(=O)(=O)NCc1ccc(OC)cc1,-19%
COc1ccc(-c2nc3n(n2)C(c2ccccc2F)C(C(=O)Nc2cccnc2)=C(C)N3)cc1OC (stereo not drawn),9%
CCOc1ccc2oc(C(=O)OCC(=O)N(CC(C)C)c3c(N)n(Cc4ccccc4)c(=O)[nH]c3=O)c(C)c2c1,-2%
COC(=O)c1c(NC(=O)c2cc(OC)c(OC)c(OC)c2Br)sc2c1CCC(C)C2 (stereo not drawn),1%
Nc1nc(-c2cccnc2)nn1S(=O)(=O)c1ccccc1,1%
COC(=O)c1c(-c2cccs2)csc1NC(=O)COc1ccc(C)cc1,0%
CN(C(=O)C=Cc1ccccc1)c1ccccc1,7%
CCOC(=O)CC1=CCc2c1ccc(OC)c2OC,-3%
CC(=O)N(CCOc1ccccc1)CCOc1ccccc1,-9%
CN(C)c1ccc(/C=C/c2sc3ccccc3[n+]2CCCCBr)cc1,50µM*
COc1cccc(NC(=O)c2ccc(N3C(=O)C4CCC(C)CC4C3=O)cc2)c1 (stereo not drawn),8%
CCOC(=O)C[C@H]1c2ccccc2S(=O)(=O)N1Cc1cccc(C(F)(F)F)c1,-7%&-11%
C=C(C1=CCN(S(=O)C(C)(C)C)[C@H]1CCO)c1ccccc1 (stereo partly drawn),11%
COc1ccc(OC)c(/C=C/c2ccc3ccccc3n2)c1,?
COc1cc(OC)cc(C(=O)NCCc2ccc(OC)c(OC)c2)c1,14%
CCc1cc(/C=C/c2ccnc3ccccc23)ccc1N(C)C,?
O=C1C2CCCN2C(=O)N1CCN1CCN(c2cccc(C(F)(F)F)c2)CC1 (stereo not drawn),14%
Cc1c(-c2ccccc2)cnc2c(C)cccc12,-13%

# Copied from the list.
# Under FEN1 inh, `CCOc1ccc2oc(C(=O)OCC(=O)N(CC(C)C)c3c(N)n(Cc4ccccc4)c(=O)[nH]c3=O)c(C)c2c1` reads -2%
# Under FEN1 inh, `COc1cc(OC)cc(C(=O)NCCc2ccc(OC)c(OC)c2)c1` reads 14%
# Under FEN1 inh, `CC1=C/C(=C\c2ccc(N(C)C)cc2)c2ccccc21` reads -3%
# Under FEN1 inh, `CCOC(=O)CC1=CCc2c1ccc(OC)c2OC` reads -3%

# (cont.)
SMILES,FEN1 inh
CCCCCCCCCOC(=O)C1N2C(=O)[C@@H](NC(=O)COc3ccccc3)[C@H]2SC1(C)C (stereo partly drawn),-10%&-28%
CCN(C(=O)CSc1nnc(-c2ccccc2OC)n1N)c1c(N)n(Cc2ccccc2)c(=O)[nH]c1=O,4%
O=P(Nc1ccccc1)(Nc1ccccc1)c1ccccc1,-5%
COCC(=O)N(C)[C@H]1C[C@H]2c3cc(-c4ccccc4)ccc3CCN2C(=O)[C@H]1[C@H](C)O,-5%
O=C1CCCCCCCN1Cc1ccccc1,-2%
Cc1ccc(C(=O)Nc2ccc(S(=O)(=O)N3CCOCC3)cc2)cc1Br,-7%
Cc1ccc(C(=O)Nc2cccc3ccccc23)o1,-1%
COCCCNC(=O)c1ccc(-c2nc3ccccc3nc2-c2ccccc2)cc1,-3%
C=C(C)CSC1=C(C#N)C(c2ccccc2)CC(=O)N1 (stereo not drawn),0%
O=C(CNC(=O)c1ccccc1)Sc1ccccc1,12%
COc1cc2c(cc1OC)C(=O)CCC2,12%
COc1cccc(C=NNC(=O)C(C)SC(C)C(=O)NN=Cc2cccc(OC)c2)c1 (stereo not drawn),-10%
O=c1ccsc2ccccc12,5%
CCCCC1C(=O)NN(c2ccccc2)C1=O (stereo not drawn),-5%
CCC(=O)N=c1sc2cc(F)cc(F)c2n1C,-18%
CN(C)CCNc1ccc(CO)c2sc3ccc(O)cc3c(=O)c12,22µM*
NC(N)=Nc1ccc(/C=C2\C=Cc3ccccc32)cc1,?
O=c1cc(C=NNc2ccccc2)[nH]c(=O)[nH]1,1%
Cc1cccc(OCCCCn2nnc3sc4c(c3c2=O)CCC(C)C4)c1 (stereo not drawn),3%
COc1nc(-c2ccc3c(c2)OCO3)n(-c2ccc(NC(=O)CSc3ccccc3)cc2)n1,1%
O=C(CCCc1ccccn1)c1cccc2ccccc12,-6%
Cc1ccc(S(=O)(=O)NCC(=O)OCC(=O)c2ccc(S(=O)(=O)N3CCCCC3)cc2)cc1C,0%
CC(=O)Nc1ccc(NC(=O)c2ccc(N(Cc3ccccc3C)S(C)(=O)=O)cc2)cc1,13%
Cc1cccc2nc(-c3cccc(NS(=O)(=O)c4ccccc4)c3)cn12,-26%
CCO[C@@H]1OC(C(=O)O)=C[C@H](c2cn(C(C)=O)c3ccccc23)[C@H]1CCCO,1%

# Shown with each value named: part of the list above
canonical_smiles: CCC(=O)N=c1sc2cc(F)cc(F)c2n1C
  FEN1 inh: -18%
canonical_smiles: CN(C)CCNc1ccc(CO)c2sc3ccc(O)cc3c(=O)c12
  FEN1 inh: 22µM*
canonical_smiles: NC(N)=Nc1ccc(/C=C2\C=Cc3ccccc32)cc1
  FEN1 inh: ?

# Further records.
SMILES,FEN1 inh
CCCCC(=O)NC(c1ccc(OC)c(OC)c1)c1ccc2cccnc2c1O (stereo not drawn),-11%
Cc1nnc(SCCn2c(N3CCCCC3)nc3c2c(=O)n(C)c(=O)n3C)s1,1%
CC(C)[C@H](NC(=O)c1cccc(S(=O)(=O)N2CCOCC2)c1)C(=O)OCC(=O)Nc1cccc(Br)c1,-22%
CCCC(CC)Sc1nc2c([nH]1)c(=S)n(C)c(=O)n2C (stereo not drawn),-10%
Cc1cccc(C(=O)OCC(=O)NCc2ccco2)c1,-16%
O=C(COc1nnc2ccccn12)N1CCN(S(=O)(=O)c2ccccc2)CC1,-8%
Cc1cccc2c1-c1sc(C(=O)NCc3ccccc3Cl)cc1CO2,11%
Nc1ccc(N=Nc2ccc(O)cc2)c(N)n1,13%
CC(C)(C)CC(C)(C)N=C1Nc2ccc(Cl)cc2NC12C[C@H]1CCC(=O)N3CC[C@@H](C2)[C@@H]13 (stereo partly drawn),?
COc1ccc(Cl)cc1NC(=O)c1cccc([N+](=O)[O-])c1O,-2%
O=C(c1ccc(Br)c(S(=O)(=O)N2CCOCC2)c1)N1CCN(C/C=C/c2ccccc2)CC1,-15%
CCCCCCCCNS(=O)(=O)CCNCc1ccccc1OC,?
Cc1cc(C(F)(F)F)c2c(C)nn(-c3ccccc3)c2n1,6%
C1=Nc2ccccc2/C1=C/c1c[nH]c2ccccc12,-7%
CCC(NCc1cccnc1)c1ccc(OC)c(OC)c1 (stereo not drawn),22%
Cc1nc(Nc2ccccc2C)c2cnn(C)c2n1,-3%
COc1cc(CCC(N)c2cccc(O)c2)cc(OC)c1OC (stereo not drawn),3%
CCOC(=O)N1CCC2CC1c1cc(-c3cccc(OC)c3)ccc12 (stereo not drawn),-21%
COc1ccc(-c2c(-c3ccc4c(c3)OCO4)c3ccccc3n2C)cc1,-12%
Cc1cc2cc3c(=O)[nH]c(=O)nc-3n(CC(O)C(O)C(O)CO)c2cc1C (stereo not drawn),-12%
CC(=O)c1cc(C#N)c(Oc2ccccc2)nc1C,5%
Cc1ccc(Nc2nc(N)nc(CN3CCC(C)CC3)n2)c(C)c1,-7%
CC(Oc1cccc2cccnc12)C(=O)N/N=C/c1ccc2c(c1)OCO2 (stereo not drawn),-5%
O=C(c1cccc(C(=O)N2CCC(O)(c3ccccc3)CC2)c1)N1CCC(O)(c2ccccc2)CC1,21%
CC(=O)NC(Cc1ccc(I)cc1)C(=O)NCC(N)C(=O)c1ccccc1 (stereo not drawn),-4%

# The listing continues.
SMILES,FEN1 inh
COC(=O)c1ccc(Cn2ccc(=O)[nH]c2=O)cc1,10%
CN(Cc1ccccc1)C(=O)c1cccc(NC(=O)Cc2ccc(NC(=O)C3CCCN(C(=O)c4ccccc4)C3)cc2)c1 (stereo not drawn),-10%
Nc1nc(NC2CCCC2)cc(=O)[nH]1,4%
O=C(Cc1ccc(NC(=O)C2CCN(C(=O)C3CCC3)CC2)cc1)Nc1cccc(C(=O)N2CCCC2)c1,12%
CC1CN(Cc2nc3c(c(=O)n(C)c(=O)n3C)n2CCCc2ccccc2)CC(C)O1 (stereo not drawn),0%
COc1ccc(OC)c(C(=O)Nc2ccc3[nH]ccc3c2)c1,-14%
O=c1[nH]c2c(c(=O)[nH]1)OCN(Cc1ccccc1)C2,?
COCC(=O)N1CCC2CC1c1cc(Cl)ccc12 (stereo not drawn),17%
O=C(OCC(=O)N(CCc1ccccc1)Cc1ccccc1)c1ccc(F)c(S(=O)(=O)N2CCOCC2)c1,2%
O=C(O)CCN(CCC(=O)O)c1ccc(/C=C/c2ccnc3ccccc23)cc1,16%
COC(=O)C1C=CC(OC2OC(COC(C)=O)C(OC(C)=O)C(OC(C)=O)C2OC(C)=O)n2c(=O)n(-c3ccccc3)c(=O)n21 (stereo not drawn),0%
N#Cc1ccccc1N/C=C/C(=O)c1ccc(Cl)cc1,3%
S=C(NCCc1ccccc1)N/N=C/c1cccs1,4%
